Akt phos inh = blocks phosphorylation of Akt; Neuro2A IGF-stimulated pAkt S473 HTRF, 20 min; active compounds read low; actives 0.32% (n = 360,000); activity change, % for hits at 50 µM; AID 651550; in the data active = activity change below about -80%; inconclusive = mostly about -51% to -80%; also: % is scaled to controls: 0 for no effect and ±100 for the full control effect
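Neuro2A cells in DMEM with 0.5% FBS, overnight at 37 deg C, given compound at single 50 µM final, then IGF (6 nM final) for 20 min at 37 deg C. Lysed; phospho-Akt Ser473 by HTRF after 24 h, 665/615 ratio.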
TDP43 rescue = inhibitors of TDP-43 toxicity in yeast. TDP-43 expressing yeast growth rescue, BacTiter-Glo, 24 h. Potency, µM (top dose mostly 46.1 µM), for the others: at the top dose growth rescue (activation), most hits filed as activators. actives 1.8% (n = 410,000); also: potency is read from the fitted curve at half-maximal effect; % of control where 0% means no effect; nearly all actives have a fitted effect of over 50% in size
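Luminescence from BacTiter-Glo reports growth of TDP-43-expressing yeast after 24 hr at 30 deg C with compound. Cells were raffinose-pregrown to mid-log, then seeded in galactose medium at OD600=0.02.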
PTHR1 agonist = agonists of human PTHR1 parathyroid hormone receptor; HEK293 GP2 PTHR1 cells, GloSensor cAMP luminescence, 1 h; Potency, µM (top dose mostly 115 µM), inactives show at the top dose activation, usual class: activators; actives 0.075% (n = 410,000); Q03431; also: potency is read from the fitted curve at half-maximal effect; nearly all actives have a fitted effect of over 55% in size; some results filed as inactive show a strong effect at the top dose; inactives centre near -15; many of its hits are not listed in these tables
Target sequence (Q03431 whole entry, looked up): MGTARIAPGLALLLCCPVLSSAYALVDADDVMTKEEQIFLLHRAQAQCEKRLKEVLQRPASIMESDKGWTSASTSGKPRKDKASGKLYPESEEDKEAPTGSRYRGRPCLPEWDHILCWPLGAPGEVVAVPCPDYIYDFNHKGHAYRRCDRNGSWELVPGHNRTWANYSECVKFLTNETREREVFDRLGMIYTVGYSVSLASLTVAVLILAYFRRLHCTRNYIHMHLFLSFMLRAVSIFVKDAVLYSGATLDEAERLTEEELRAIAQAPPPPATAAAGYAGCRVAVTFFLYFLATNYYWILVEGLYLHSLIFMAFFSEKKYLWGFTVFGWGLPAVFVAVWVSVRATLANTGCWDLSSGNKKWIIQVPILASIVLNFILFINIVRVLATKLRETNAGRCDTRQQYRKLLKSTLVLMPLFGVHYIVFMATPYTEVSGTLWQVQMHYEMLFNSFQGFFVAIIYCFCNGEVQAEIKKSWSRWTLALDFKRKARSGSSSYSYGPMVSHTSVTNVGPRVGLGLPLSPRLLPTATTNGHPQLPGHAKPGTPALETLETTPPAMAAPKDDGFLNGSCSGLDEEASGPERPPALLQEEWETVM
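HEK-293-derived GP2 cells expressing PTHR1 and a GloSensor cAMP reporter, 3,000/well, plated overnight, given luciferin plus IBMX (each 0.5 mM as added) for 1 h at 37 °C, then compound for 1 h at 37 °C. Luminescence was read after 15 min at room temperature.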
Abeta yeast res = compounds reversing amyloid beta toxicity in yeast; yeast expressing A-beta42, growth rescue, OD600, 48 h; response scale: 0% DMSO, 100% iron-clioquinol control; Potency, µM (series often up to 46.1 µM), for the others: top-dose growth rescue, actives largely listed as activators; actives 0.063% (n = 410,000); also: potency is read from the fitted curve at half-maximal effect; nearly all actives have a fitted effect of over 55% in size
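Yeast A-beta toxicity model in growth medium with pinned compounds, 48 h at 30 C; growth read as absorbance at 600 nm. Normalized to FeCl3/clioquinol equimolar mix (positive) and DMSO (negative).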
Mm-Cpn inhibitor = M. maripaludis TRiC chaperonin inhibition; AID 504842; actives 0.031% (n = 330,000); Potency, µM (doses to about 76.9 µM), for inactives: at the highest dose activity, negative = inhibition, usual class: inhibitors; purified Mm-Cpn ATPase, ADP Transcreener TR-FRET; also: potency is read from the fitted curve at half-maximal effect; % is scaled to controls: 0 for no effect and ±100 for the full control effect; nearly all actives have a fitted effect of over 80% in size
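Purified archaeal Mm-CPN (25nM final) preincubated 10 min at 37degC with compound, then 10uM ATP for 30 min at 37degC; ADP measured by HTRF Transcreener TR-FRET; buffer 30 mM TRIS pH 7.4, 100mM KCl, 5mM MgCl2, 1mM DTT.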
aSyn rescue = rescues yeast growth from alpha-synuclein toxicity; Yeast expressing alpha-synuclein, growth rescue, BacTiter-Glo, 24 h; Potency, µM (series often up to 46.1 µM), inactives show at the top dose growth rescue (activation), most hits filed as activators; actives 0.14% (n = 370,000); AID 652106; also: potency is read from the fitted curve at half-maximal effect; % of control where 0% means no effect; nearly all actives have a fitted effect of over 65% in size
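Rescue of yeast growth: cells expressing toxic alpha-synuclein, induced in galactose at OD600 0.02, incubated with compound 24 h at 30 C. ATP luminescence quantified growth; inhibitors of toxicity appear as activators.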
FUS yeast rescue = FUS proteinopathy suppression in yeast; actives 0.24% (n = 390,000); S. cerevisiae FUS-expressing, growth rescue, OD600, 24 h; Potency, µM (titrated, usually from 76.6 µM), for inactives: top-dose growth rescue (activation), actives largely listed as activators; AID 1347120;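 also: potency is read from the fitted curve at half-maximal effect; plate controls were DMSO vehicle for no effect and reference control for full effect; nearly all actives have a fitted effect of over 55% in size; some results filed as inactive show a strong effect at the top dose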
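Compound concentration series was pinned onto galactose-induced FUS-expressing yeast seeded at OD 0.005. Plates sat 24hr at 30C; absorbance at 600 nm gave growth. DMSO served as background control.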
GLP-1R inv ag = inverse agonists of human GLP-1 receptor | HEK293 GLP-1R CRE-luciferase, luminescence, 24 h; GLP-1R form is constitutively active | Potency, µM (titrated, usually from 38.3 µM), without a hit: top-dose activity change, negative = inhibition, most hits filed as inhibitors | AID 624417 | actives 1.6% (n = 410,000); also: potency is read from the fitted curve at half-maximal effect; % is scaled to controls: 0 for no effect and ±100 for the full control effect; nearly all actives have a fitted effect of over 55% in size
Target sequence (P43220 whole entry, looked up): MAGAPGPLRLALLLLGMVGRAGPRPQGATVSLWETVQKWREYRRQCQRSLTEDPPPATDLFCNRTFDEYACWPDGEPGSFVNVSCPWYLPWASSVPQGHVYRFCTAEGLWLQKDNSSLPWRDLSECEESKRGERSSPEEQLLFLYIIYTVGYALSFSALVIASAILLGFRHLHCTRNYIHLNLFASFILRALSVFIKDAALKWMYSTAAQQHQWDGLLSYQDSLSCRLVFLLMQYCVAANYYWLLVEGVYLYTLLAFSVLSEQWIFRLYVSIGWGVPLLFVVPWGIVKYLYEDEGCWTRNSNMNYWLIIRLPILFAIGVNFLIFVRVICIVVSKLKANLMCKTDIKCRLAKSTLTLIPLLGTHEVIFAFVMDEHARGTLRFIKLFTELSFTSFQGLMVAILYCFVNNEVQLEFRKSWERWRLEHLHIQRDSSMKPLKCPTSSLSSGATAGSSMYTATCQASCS
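Constitutively active GLP-1R drives a cAMP-responsive luciferase in stably transfected HEK293 cells; test compounds are added after overnight (12 h) attachment and left 24 hr, and signal loss in luminescence marks inhibition.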
GLP1R cytotox = cytotoxicity counter-screen for GLP-1 receptor inverse agonists; HEK293 cAMP-luciferase reporter cells, luminescence, 24 h; Potency, µM (series often up to 38.3 µM), for inactives: at the highest dose activity change, negative = inhibition, actives largely listed as inhibitors; actives 0.13% (n = 410,000); AID 624418;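 also: loss of luciferase light is scored as toxicity; potency is read from the fitted curve at half-maximal effect; % is scaled to controls: 0 for no effect and ±100 for the full control effect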
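Luminescence readout: signal drop marks cytotoxicity. Plated cells grew 12 h at 37 °C, 5% CO2, received 23 nL compound for 24 h, then got luciferase reagent, read after 12 min at RT.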
Active calls of the source: *; i = inactive; ? = inconclusive; . = not tested or not shown; [ ] = dose if it differs, or a comment. Unless noted, calls follow the shape of the dose curve; as a rule, active = well fitted curve in the direction sought with a large enough effect; inconclusive = small, poorly fitted or top-dose-only effect, or another doubt; inactive = no such curve, though single readings can be large; an effect the other way counts as inactive or inconclusive. A portion of the library. The share of hits here may be higher or lower than overall.

SMILES	Akt phos inh	TDP43 rescue	PTHR1 agonist	Abeta yeast res	Mm-Cpn inhibitor	aSyn rescue	FUS yeast rescue	GLP-1R inv ag	GLP1R cytotox
COc1ccc(CN(C)C[C@H]2OCCCC[C@@H](C)Oc3ccc(NC(=O)c4ccccc4)cc3C(=O)N([C@H](C)CO)C[C@@H]2C)cc1	i	27%	-11%	2%	.	?	17%	-26%	-7%
O=C(O)CN1C(=O)SC(Nc2ccccc2C(=O)O)C1=O (configuration not stated)	i	-5%	-15%[57.5 µM]	19%	-3%	3%	7%	-25%	1%
CN(Cc1ccccc1)C(=O)c1csc(COCCO)n1	i	3%	-24%	-8%	.	-1%	-28%	11%	-9%
Cc1nc(-c2ccc(F)cc2)sc1CCNC(=O)c1ccc(OC(C)C)cc1	.	16µM*	i	9%	.	.	14%	?	-21%
COc1ccccc1-c1nnc(SC(C(=O)c2c[nH]c3ccccc23)c2ccccc2)n1C (configuration not stated)	i	1%	-20%	-5%	-2%	17%	?	?	-33%
COc1cc(C2C(C#N)=C(N)Oc3cc(C)n(CCc4ccccc4)c(=O)c32)cc2c1OCO2 (configuration not stated)	-88%*	11%	-52%[inhibitor][57.5 µM]	-3%	2%	0%	27%	0%	6%
CCCc1cc(=O)[nH]c(SCC(=O)CSc2nc(CCC)cc(=O)[nH]2)n1	i	2%	i	29%	0%	0%	?	-13%	-20%
COc1ccc(-n2c(SCC(=O)Nc3sc4c(c3C#N)CCCC4)nnc2-c2ccccc2OC)cc1	i	3%	i	23%	-2%	17%	33%	?	-13%
CCN(Cc1ccncc1)C(=O)c1cccc(S(=O)(=O)N2CCCCC2)c1	i	-7%	-4%	-5%	1%	-4%[1.84 µM]	15%	3%	8%
Cc1ccc(C(c2sc3nc(-c4ccco4)nn3c2O)N2CCN(Cc3ccccc3)CC2)cc1 (configuration not stated)	.	0%	-23%	-4%	.	.	20%	-28%	-4%
CSCc1nnc(NC(=O)c2ccc(S(=O)(=O)N3CCCCC3C)cc2)o1 (configuration not stated)	i	9%	i	2%	-2%	?	31%	-34%	-5%
CC(=O)N1c2ccccc2C(=O)C1N(C)c1ccc(C)cc1 (configuration not stated)	i	28%	-3%	-16%	-1%	0%	-10%	4%	-8%
CCOC(=O)CSc1nc2c(c(=O)[nH]1)C(C)(CC)Cc1ccccc1-2 (configuration not stated)	i	?	i	-10%	3%	0%	42%	-15%	-11%
Cc1nc2c([nH]1)C1(CCN(Cc3ccccc3)CC1)C(C#N)=C(N)O2	i	10%	i	17%	-2%	2%	12%	-20%	12%
CCOC(=O)c1c(C)sc(-c2c(-c3cc(C)ccc3C)[nH]c3c2c(=O)n(C)c(=O)n3C)c1O	.	14%	-3%	-2%	.	.	35%	-2%	-13%
N=C1C(c2nc3ccccc3[nH]2)=C(O)CN1c1ccccc1	i	1%	-7%	7%[9.22 µM]	-1%	-9%	27%	0%	-28%
CCOC(=O)N1CCN(C(=O)c2cc(-n3cnnc3)ccc2Cl)CC1	i	17%	i	-2%[9.22 µM]	0%	6%	-45%	-22%	0%
COc1cc(OC)c2ccc(=O)oc2c1C(CCN1CCCCC1)c1ccc(N(C)C)cc1 (configuration not stated)	i	6%	i	-11%	0%	0%	-4%	5%	?
O=C1C=C(NCc2ccc(Cl)cc2)CCC1	i	?	-18%	13%	-2%	-20%	.	5%	5%
COc1cc(-c2cnc3c(NC=O)cc(-c4ccccc4)cn23)cc(OC)c1OC	i	-1%	3%	-11%	.	25%	?	-39%	-27%
O=C(Nc1ccccc1-c1nc2ccccc2s1)c1cc(Cl)cc(Cl)c1	.	20%	-15%	-17%	.	.	-21%	-1%	5%
CC1(C)NC(=O)N(CN2C(=O)NC(C)(C)C2=O)C1=O	i	26%	-9%	?	-1%	-7%	2%	4%	2%
COC(=O)c1ccc(Cn2c(SCC(=O)NCc3ccccc3)nc3ccccc32)cc1	.	35µM*	i	-19%	.	.	?	?	-4%
COc1ccc(CCN2C(=O)CC(NNc3ccc([N+](=O)[O-])cc3)C2=O)cc1OC (configuration not stated)	i	14%	-19%	-11%	-7%	2%	34%	-23%	-6%
CCCCCCOc1ccc(OC(=O)c2cccnc2)cc1	i	6%	-15%	9%	-3%	-14%	14%	49%[activator]	2%

Overlap with the part before: 3 compounds, then new ones.
SMILES	Akt phos inh	TDP43 rescue	PTHR1 agonist	Abeta yeast res	Mm-Cpn inhibitor	aSyn rescue	FUS yeast rescue	GLP-1R inv ag	GLP1R cytotox
COC(=O)c1ccc(Cn2c(SCC(=O)NCc3ccccc3)nc3ccccc32)cc1	.	35µM*	i	-19%	.	.	?	?	-4%
COc1ccc(CCN2C(=O)CC(NNc3ccc([N+](=O)[O-])cc3)C2=O)cc1OC (configuration not stated)	i	14%	-19%	-11%	-7%	2%	34%	-23%	-6%
CCCCCCOc1ccc(OC(=O)c2cccnc2)cc1	i	6%	-15%	9%	-3%	-14%	14%	49%[activator]	2%
COc1ccccc1N1CCN(C(=O)c2oc3cc(C)cc(C)c3c2C)CC1	i	22µM*	i	-18%	1%	1%	?	?	1%
COc1ccc(CC(=O)Nc2nc(OCC(F)(F)F)cnc2-c2ccc(Cl)cc2Cl)cc1	i	0%	i	8%	.	0%	21%	?	2%
CC(CC(=O)NNC(=O)c1cccc(Cl)c1)c1ccccc1 (configuration not stated)	i	?	i	5%	0%	11%	6%	-12%	-1%
COc1cccc(-n2nnc(-c3nc(-c4ccccc4F)no3)c2C)c1	.	23%	-22%	-7%	.	.	-9%	-21%	-13%
Nc1ccccc1NC(=O)CCn1c(=S)[nH]c2ccccc2c1=O	i	10%	?	4%	2%	-5%	28%	23%	3%
CCC(C)C(=O)Nc1nc(-c2ccc3c(c2)NC(=O)CO3)cs1 (configuration not stated)	i	24%	-15%[57.5 µM]	12%	2%	1%	10%	?	-16%
COc1ccc(NC(=O)CC2SC3=NCCN3C2=O)cc1 (configuration not stated)	i	2%	i	-10%	-1%	1%	-1%	-5%	-1%
Cc1cc(NC(=O)CCC(=O)N(c2ccc(F)cc2)C2(C(=O)NC3CCCCC3)CCCC2)no1	i	-24%	i	-15%	-1%	-1%	?	?	-18%
CCN(CC)CCCNC(=O)C1CCC(CNS(=O)(=O)c2c(C)cc(C)cc2C)CC1 (configuration not stated)	i	7%	i	-11%	-1%	4%	-11%	?	0%
CCOc1ccc(NC(=O)c2ccc3c(c2)OCCO3)cc1S(=O)(=O)N(CC)CC	i	11%	-21%	-11%	-4%	7%	43%	-25%	5%
COc1ccc(/C=N/n2cnc3c([nH]c4ccc(F)cc43)c2=O)cc1CSc1ccccn1	i	8%	i	-7%	3%	0%	-1%	52%[activator]	12%
CCN(CC)S(=O)(=O)c1cccc2nsnc12	i	19%	-7%[57.5 µM]	-2%	-1%	-1%	26%	7%	-1%
COc1cc(-c2nc(S(=O)(=O)c3ccc(Br)cc3)c(N3CCOCC3)o2)cc(OC)c1OC	.	9%	i	3%	.	.	6%	4%	7%
CC(=O)c1cccc(-c2ccnc3c2CC(C(=O)Nc2cccc(OC(F)(F)F)c2)O3)c1 (configuration not stated)	i	35µM*	-21%	?	.	24%	33%	?	-18%
O=C(NCc1ccc(Cl)cc1)C(=O)NCC1OCCN1C(=O)c1ccc(Cl)cc1 (configuration not stated)	i	-15%	-12%	-2%	-1%	0%	-9%	-15%	-3%
COc1ccc(Cl)cc1NC(=O)CC(C)=O	i	0%	i	7%	-1%	1%	-8%	?	-13%
CCN(c1ccc(NC(=O)COC(=O)CCc2cc(OC)c(OC)c(OC)c2)cc1)C(C)C	i	1%	-15%	-4%	0%	0%	-20%	11%	-5%
O=C(N/N=C/c1ccccc1)c1ccc(-c2ccccc2)cc1	i	6%	i	3%	0%	0%	-14%	9%	6%
CC1=CC(C)(C)NC(=S)N1c1cccc2ccccc12	i	-3%	-7%[57.5 µM]	14%	-9%	-9%	-3%	?	?
Cc1cccc(NC(=O)c2ccc3[nH]c(C)cc(=O)c3c2)c1	.	0%[9.22 µM]	i	-18%	.	.	-18%	-13%	-5%
COc1ccc(S(N)(=O)=O)cc1C(=O)NC1CCCc2ccccc21 (configuration not stated)	i	-2%	i	-4%	1%	2%	2%	1%	-5%
Cc1ccc(C(=O)Nc2c(-c3ccccc3)nc3ccccn23)cc1C	.	25%	-1%	0%	.	.	-25%	?	-15%
CC(=O)c1ccc(S(=O)(=O)Nc2ccc(S(=O)(=O)N3CCCCC3)cc2)cc1	i	-3%	-32%	2%	1%	-3%[1.84 µM]	33%	7%	5%
O=C1NC[C@@H](CCCCN2C[C@H](Cc3ccc(O)cc3)N(CCc3ccc(O)cc3)C(=O)C2=O)N(CC2CCCCC2)C1=O	i	19%	-2%	-12%	.	-5%	20%	8%	-1%
Cc1ccc(-c2cc(=O)c3cc(C)ccc3[nH]2)cc1	i	-4%	-80%[inhibitor]	0%	-1%	-8%	-19%	3.2µM*	-38%
COC(=O)N1C(=O)[C@@](Cc2ccccc2)(c2ccccc2)N1C(=O)OC	i	?	-54%[inhibitor]	-26%	-1%	2%	-17%	15%	13%
COc1ccc(C)cc1NC(=O)c1cc2c(=O)n(Cc3cccnc3)ccc2nc1C	.	12%	i	-4%	.	.	-10%	1%	3%

Compound activity from PubChem BioAssay.
